KCNK3 inh – human KCNK3 channel inhibitors, primary screen, CHO cells, FluxOR thallium flux, B-score. Potassium channel subfamily K member 3 (Homo sapiens), O14649. B-score at 10 µM. AID 602410, 2012. FluxOR fluorescence; stronger effect = lower value. 340,000 tested, 0.84% active;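 active means B-score under library mean minus 4 SD, starting fluorescence ratio at most library mean plus 5 SD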;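 further: more negative B-score means stronger inhibition of thallium flux through KCNK3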
Target sequence (O14649 whole entry, looked up): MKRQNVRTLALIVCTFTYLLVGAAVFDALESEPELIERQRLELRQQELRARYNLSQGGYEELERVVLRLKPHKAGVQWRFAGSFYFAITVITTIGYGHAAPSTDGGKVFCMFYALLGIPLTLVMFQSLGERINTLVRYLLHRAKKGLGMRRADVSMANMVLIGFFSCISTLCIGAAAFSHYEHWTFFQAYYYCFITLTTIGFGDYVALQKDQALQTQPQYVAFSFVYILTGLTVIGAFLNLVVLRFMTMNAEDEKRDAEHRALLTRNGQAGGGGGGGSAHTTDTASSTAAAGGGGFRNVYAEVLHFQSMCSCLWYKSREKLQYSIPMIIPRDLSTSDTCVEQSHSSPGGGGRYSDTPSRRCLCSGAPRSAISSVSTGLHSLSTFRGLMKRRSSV
Dyrk1A ADPGlo – rat Dyrk1A kinase inhibitors, primary screen, biochemical, single point, plate reader; AID 504441, 2011; inhibition, % at 12.5 µM; Dual specificity tyrosine-phosphorylation-regulated kinase 1A (Rattus norvegicus), Q63470; ADP-Glo luminescence, NFATc1 peptide; 310,000 tested, 0.43% active; in the data active means inhibition above about 50%;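 further: plate controls were vehicle with enzyme for no effect and no enzyme for full effect; many of its hits are not listed in these tables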
PolyA inhibitor – polyadenylation inhibitors in yeast reporter cells, primary screen, luminescence, S. cerevisiae; 300,000 tested, 0.02% active; calls only at 12 µM; S. cerevisiae SKY197-pL101 polyadenylation reporter, beta-gal luminescence; efflux-impaired pdr1/pdr3 knockout yeast; score 100 = 6 SD above DMSO;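 active means lowest replicate activity score at least 50, where 100 means six control SD above control mean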;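 further: yeast exposed to compound for 9 h at 30 °C; higher score means more reporter readthrough which indicates perturbed polyadenylation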
TRPC4 act – activators of mouse TRPC4 channel, primary screen, Fluo4 calcium, HEK293 TRPC4beta/mu-opioid cells | Short transient receptor potential channel 4 (Mus musculus), Q9QUQ5 | Fluo4 calcium fluorescence; stronger effect = higher value | B-score at 10 µM | 310,000 tested, 0.49% active;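 active means B-score above 5 SD of library B-scores, and initial fluorescence ratio not above library mean plus 5 SD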;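 further: positive B-score marks a calcium rise read as TRPC4 activation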
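Material: TRPC4beta and mu-opioid receptor HEK293 stable cells | Incubation: 45 min room-temperature Fluo4 loading, 110 s read | Detection: Kinetic Fluo4 calcium fluorescence | Measure: Integrated baseline-normalised fluorescence ratio, converted to per-well B score | Benchmarks: Low control buffer alone, high control maximal DAMGO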
Platelet DG rel – inhibitors of platelet dense granule secretion, primary screen, cell-based, MLPCN, human platelets; human platelet-rich plasma, SFLLRN dense granule ATP release, luminescence; inhibition, %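 (compounds screened at 7.5 µM in platelet-rich plasma)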; 300,000 tested, 0.22% active;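 active means mean replicate score, as percent of positive control, at or above 50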
KCNQ1 act – potentiators or activators of KCNQ1 channel, primary screen, cell-based, thallium flux, high-throughput; 310,000 tested, 0.35% active; AID 2648, 2010; CHO-K1 KCNQ1, thallium flux FluxOR fluorescence; stronger effect = higher value; Potassium voltage-gated channel subfamily KQT member 1 (Homo sapiens), P51787; B-score at 10 µM;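 active means fluorescence ratio B-score, a plate-corrected score, at least three library SD, with initial intensity B-score within 5 SD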
Target sequence (P51787 whole entry, looked up): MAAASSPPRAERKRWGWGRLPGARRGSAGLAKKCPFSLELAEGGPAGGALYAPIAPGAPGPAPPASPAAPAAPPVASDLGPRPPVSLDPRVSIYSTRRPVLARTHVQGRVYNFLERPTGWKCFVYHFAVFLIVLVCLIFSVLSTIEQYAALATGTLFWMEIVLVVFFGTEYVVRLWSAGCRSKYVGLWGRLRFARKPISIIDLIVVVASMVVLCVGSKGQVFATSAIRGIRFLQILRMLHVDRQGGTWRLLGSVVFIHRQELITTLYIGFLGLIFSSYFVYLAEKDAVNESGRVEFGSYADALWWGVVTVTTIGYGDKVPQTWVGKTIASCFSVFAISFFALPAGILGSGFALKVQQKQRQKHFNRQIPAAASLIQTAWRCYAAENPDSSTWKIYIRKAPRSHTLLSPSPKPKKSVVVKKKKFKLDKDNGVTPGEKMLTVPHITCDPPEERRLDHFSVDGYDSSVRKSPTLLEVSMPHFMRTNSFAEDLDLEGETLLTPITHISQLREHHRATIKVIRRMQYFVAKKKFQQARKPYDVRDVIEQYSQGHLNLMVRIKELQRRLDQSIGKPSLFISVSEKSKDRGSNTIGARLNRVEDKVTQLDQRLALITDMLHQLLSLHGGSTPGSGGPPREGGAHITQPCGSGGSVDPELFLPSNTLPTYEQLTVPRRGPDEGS
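Assay system: CHO-K1 cells stably expressing KCNQ1; Medium: assay buffer with matched DMSO; Also added: K+/Tl+ depolarizing stimulus; Dosing: single dose; Timing: dye 90 min, compound 20 min, room temperature; Measured by: kinetic FluxOR thallium fluorescence, 10-s 1-Hz baseline, 110-s post-stimulus read; Read-out: peak-minus-minimum fluorescence over initial fluorescence, negative-control normalized, B-scored.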
KCNK9 inh – KCNK9 potassium channel inhibitors, primary screen, HEK293 cells, thallium flux; Potassium channel subfamily K member 9 (Homo sapiens), Q9NPC2; FluxOR thallium flux fluorescence; stronger effect = lower value; B-score at 10 µM; 310,000 tested, 1.2% active;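 active means ratio B-score over 3 SD below the library mean, with starting fluorescence within 5 SD of its mean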;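 further: negative B-score means less thallium flux so channel inhibition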
TRPC4 PAM – positive allosteric modulators of TRPC4, primary screen, cell-based, mouse TRPC4beta, HEK293 mu-opioid, Fluo-4 calcium; Short transient receptor potential channel 4 (Mus musculus), Q9QUQ5; DAMGO EC20, Fluo-4 Ca2+ flux; stronger effect = higher value; B-score at 10 µM; 310,000 tested, 0.42% active;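 active means B-score of calcium response area above 5 SD of library B-scores, with initial fluorescence ratio within 5 SD of library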;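 further: B-score of integrated fluorescence ratio over time as area under calcium response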
hERG rescue – hERG rescue from dofetilide block, primary screen, cell-based, CHO-hERG, FluxOR thallium flux, dofetilide IC70. activation (rescue from dofetilide block), less the hit threshold, % at 10 µM. dofetilide IC70 present. Voltage-gated inwardly rectifying potassium channel KCNH2 (Homo sapiens), Q12809. 310,000 tested, 0.51% active;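 active means activation above the mean of controls blocked by dofetilide plus 5 SD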;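 further: thallium influx through hERG after potassium depolarization seen as dye fluorescence rise; in these data hits start at about 4.7%; inactives centre near -7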
TRPC4 inh – inhibitors of mouse TRPC4 channel, primary screen, Fluo4 calcium, HEK293 TRPC4beta/mu-opioid cells. B-score at 10 µM. DAMGO-evoked Fluo4 calcium flux; stronger effect = lower value. Short transient receptor potential channel 4 (Mus musculus), Q9QUQ5. 300,000 tested, 0.39% active;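 active means B-score over 3 SD under the library average, no early fluorescence shift, positive overall ratio signal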
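Material: HEK293 cells with stable TRPC4beta plus mu-opioid receptor expression / Probe or stimulus: DAMGO in two steps, submaximal then maximal / Compound: single concentration per test compound / Technique: kinetic Fluo4 fluorescence imaging of calcium influx / Read-out: per-well B score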
KCNQ1 block – inhibitors of human KCNQ1 channel, primary screen, cell-based, thallium flux, high-throughput. 310,000 tested, 1.3% active. CHO-K1 KCNQ1, FluxOR thallium flux fluorescence; stronger effect = higher value. B-score at 10 µM. Potassium voltage-gated channel subfamily KQT member 1 (Homo sapiens), P51787. AID 2642, 2010;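 active means compounds whose thallium flux B-score, printed positive for inhibition, exceeds three library SD while starting fluorescence stays within three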;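 further: channel opened by potassium depolarization with thallium stimulus after 20 min compound exposure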
An asterisk follows results filed as active; i = inactive; . = no result given. A portion of the library (hit frequency here may not be typical).

structure,KCNK3 inh,Dyrk1A ADPGlo,PolyA inhibitor,TRPC4 act,Platelet DG rel,KCNQ1 act,KCNK9 inh,TRPC4 PAM,hERG rescue,TRPC4 inh,KCNQ1 block
CC/C(=N\NC(N)=O)c1ccc(OC(F)F)cc1,i,-3,i,i,2,i,i,i,-11,i,i
Cc1cccnc1NC(=S)NC(=O)c1oc2ccccc2c1C,i,1,i,i,-2,i,i,i,-7,i,i
O=C(CCCc1nc(-c2ccccc2Cl)no1)NC1CCCCC1,i,-12,i,i,-6,i,i,i,-1,i,i
O=C(Cn1nnc(-c2cccc(C(F)(F)F)c2)n1)N1CCOCC1,i,6,i,i,-12,i,i,i,-11,i,i
COc1ccc(CNC(=O)CN(C(=O)c2csnn2)c2ccc3c(c2)OCCO3)cc1,i,8,i,i,5,i,i,i,-3,i,i
COc1cc(C(=O)Nc2ccc3nc4n(c(=O)c3c2)CCCCC4)cc(OC)c1OC,i,13,i,i,-2,i,i,i,-17,i,i
CCN(C(=O)CSc1ncn[nH]1)C1CCCCC1,i,1,i,i,1,i,i,i,-10,i,i
C(=C\c1ccccc1)/C=N/N1CCN(Cc2ccccc2)CC1,i,6,i,i,12,i,i,i,-10,i,i
O=C(COc1ccc(/C=N/NC(=O)CSCc2ccc([N+](=O)[O-])cc2)cc1)NCc1ccco1,i,-2,i,i,4,i,i,i,-7,i,i
CCCS(=O)(=O)N1CCN(C(=O)c2cccs2)CC1,i,-3,i,i,2,i,i,i,-6,i,i
O=C(c1ccc(F)cc1)N1CCN(C2CCCCC2)CC1,i,.,i,i,0,i,i,i,-2,i,i
COc1ccc(CNCc2ccc([N+](=O)[O-])cc2)cc1OC,i,13,i,i,-5,i,i,i,-8,i,i
COc1ccc(S(=O)(=O)N2CCN(C)CC2)cc1NC(=O)c1ccccc1F,i,1,i,i,13,i,i,i,-2,i,i
O=C(NCc1cccnc1)/C(=C\c1ccc(-c2ccc(Cl)c(Cl)c2)o1)S(=O)(=O)c1ccccc1,i,1,i,i,2,i,i,i,-12,i,i
O=c1c2ccccc2[nH]c(=S)n1Cc1cccs1,i,1,i,i,0,i,i,i,-3,i,i
Cc1ccc(S(=O)(=O)n2nccc2-c2c(-c3ccc(Cl)cc3)noc2C)cc1,i,-3,i,i,0,i,-12*,i,-7,i,i
COc1ccc(S(=O)(=O)N2CCCC2CNC(=O)C(=O)Nc2ccc(C)cc2)cc1 (stereo not given),i,-3,i,i,3,i,i,i,-13,i,i
O=C(Nc1ccccc1)c1ccccc1CSc1ccccc1,i,-12,i,i,-2,i,i,i,-7,i,i
Cc1ccn2c(NCc3ccc4c(c3)OCO4)c(-c3ccc(O)cc3)nc2c1,i,4,i,i,15,i,i,i,-13,i,i
CCc1ccc(C(=O)CN(C#N)c2nc(C)cc(C)n2)cc1,i,8,i,i,-1,i,i,i,-12,i,i
CC(=O)c1c(OC(=O)c2ccco2)c2ccccc2n1C,i,18,i,i,0,i,i,i,-7,i,i
Cc1cccc(C)c1OCC(=O)NCc1nnc(SCC(=O)NC2CCCCC2)n1C,i,-4,i,i,5,i,i,i,-6,i,i
COc1ccccc1C(CNC(=O)c1ccc(NS(=O)(=O)c2ccc(F)c(C)c2)cc1)N(C)C (stereo not given),i,6,i,i,-3,i,i,i,-7,i,i
O=C(O)CNC(=O)CC12CC3CC(CC(C3)C1)C2,i,2,i,i,-2,i,i,i,-2,i,i
NNC(=O)Cc1csc(-c2ccccc2)n1,i,5,i,i,2,i,i,i,-2,i,i
COc1ccc(CC(=O)Nc2ccc(S(=O)(=O)N3CCCCC3)cc2)cc1OC,i,3,i,i,-7,i,i,i,-15,i,i
Cc1nc(-c2ccccc2)sc1C1(C)CC(c2cccc(F)c2)=NO1 (stereo not given),i,-1,i,i,-7,i,i,i,-4,i,i
Cc1ccc(S(=O)(=O)NCC(=O)N2CCCCC2)cc1,i,0,i,i,-17,i,i,i,-1,i,i
Cc1[nH]n(-c2ccccc2)c(=O)c1C(c1cccc([N+](=O)[O-])c1)c1c(C)[nH]n(-c2ccccc2)c1=O,i,-5,i,i,12,i,i,i,-16,i,i
COC(=O)CN1C(=O)C(C)(C)Oc2ccc(C(=O)Nc3ccccc3F)cc21,i,4,i,i,-3,i,i,i,-5,i,i
COc1ccccc1NC(=S)N1CCCCCC1,i,.,i,i,-10,i,i,i,-3,i,i
CCCOc1cccc(C2/C(=C(/O)c3ccc(OC)cc3)C(=O)C(=O)N2CCN(C)C)c1 (stereo not given),i,-1,i,i,-10,i,i,i,-3,i,i
O=C(O)/C=C\c1cc2c(cc1[N+](=O)[O-])OCO2,i,8,i,i,4,i,i,i,-12,i,i
Cc1ccc(-c2csc(N3C(=N)SCC3=O)n2)cc1,.,.,i,i,5,i,i,i,-13,i,i
COC(=O)C1=C(C)NC2=C(C(=O)CC(C)(C)C2)C1c1cnn(C)c1C (stereo not given),i,-3,i,i,2,i,i,i,-12,i,i
Cc1nc(SCC(=O)c2ccc(F)cc2)n[nH]1,i,-5,i,i,0,i,i,i,-15,i,i
Cc1ccc(C)c(NC(=O)Cn2nc(C)c3ccccc3c2=O)c1,i,-8,i,i,-4,i,i,i,-10,i,i
COc1ccc(N=C2S/C(=C\c3cccs3)C(=O)N2CC(C)C)cc1,i,10,i,i,0,i,i,i,-9,i,i
COc1ccc(S(=O)(=O)N(CC(=O)O)c2ccccc2)cc1,i,-3,i,i,3,i,i,i,2,i,i
CC(=O)c1sc2c(c1OC(=O)c1ccc(Cl)cc1Cl)c(=O)n(-c1ccccc1)c(=S)n2-c1ccccc1,i,2,i,i,7,i,i,i,3,i,i
O=C1c2ccccc2C(=O)N1c1cccc2ccccc12,i,2,i,i,1,i,i,i,-6,i,i
Cc1ccc(CNC(=O)C2CC(c3ccc([N+](=O)[O-])cc3)=NO2)cc1 (stereo not given),i,.,i,i,-2,i,i,i,-1,i,i
O=C(CCCCCNC(=O)N1CCn2c1nc1ccccc12)NCc1ccc(F)cc1,i,-2,i,i,0,i,i,i,-8,i,i
O=C(Cn1nc(-c2ccc3c(c2)OCCO3)ccc1=O)Nc1cccc(NC(=O)c2ccccn2)c1,.,.,i,i,1,i,i,i,-2,i,i
CC1=NN(c2nc(-c3ccc(F)cc3)cs2)C(=O)C1,i,-4,i,i,0,i,i,i,-25,i,i
COc1ccc(CNC(=O)COC(=O)CO/N=C(\C)c2ccc3c(c2)OCO3)cc1,i,2,i,i,4,i,i,i,-12,i,i
CCCN1CCN(c2ncnc3scc(C4COc5ccccc5O4)c23)CC1 (stereo not given),i,57*,i,i,12,i,i,i,-16,i,i
O=c1[nH]cnc2c1N1CCC2CC1,i,-2,i,i,36,i,i,i,-7,i,i
COc1ccc(CNC(=S)Nc2ccc(F)c(Cl)c2)cc1,i,-1,i,i,10,i,i,i,-7,i,i
COc1cc(CC(=O)NCc2ccco2)cc(OC)c1OC,i,1,i,i,0,i,i,i,-3,i,i
Cc1c(Cl)c([N+](=O)[O-])nn1CC(=O)Nc1ccc2c(c1)OCO2,i,-5,i,i,0,i,i,i,-7,i,i
CCCc1cnc(NCCNCC(O)COc2ccc(Cl)c(Cl)c2)nc1 (stereo not given),i,15,i,i,4,i,i,i,-33,i,i
CCCCn1ccc(O)c(Cc2ccc(F)cc2)c1=O,i,-7,i,i,-4,i,i,i,-10,i,i
O=C(NC(=S)Nc1cccc(Cl)c1)c1cncc(Br)c1,i,.,i,i,9,i,i,i,-4,i,i
COC(=O)C(c1cc(OC)c(O)c(OC)c1)(N1CCNC(C)C1)C(F)(F)F (stereo not given),i,2,i,i,15,i,i,i,-11,i,i
Cc1nnc(SCC(=O)Nc2nsc(-c3ccccc3)n2)s1,i,11,i,i,-5,i,i,i,-12,i,i
O=C(CSc1nc2cc(Cl)ccc2s1)NCc1ccc2c(c1)OCO2,i,-5,i,i,-1,i,i,i,-7,i,i
COc1ccc(Oc2cc(F)nc(N)n2)cc1,i,8,i,i,1,i,i,i,-6,i,i
O=C(/C=C/c1ccc(F)cc1)NCCCn1ccnc1,i,-1,i,i,-2,i,i,i,-4,i,i
CC(C)(C)c1ccc(N=C2SCC(=O)N2Cc2cccs2)cc1,i,0,i,i,8,i,i,i,-10,i,i

Next compounds follow.
structure,KCNK3 inh,Dyrk1A ADPGlo,PolyA inhibitor,TRPC4 act,Platelet DG rel,KCNQ1 act,KCNK9 inh,TRPC4 PAM,hERG rescue,TRPC4 inh,KCNQ1 block
C=C(c1ccccc1C)[n+]1ccccc1,i,4,i,i,0,i,i,i,-4,i,i
CCn1nc(C)c(/C=N/NC(=O)Cn2nnnc2N)c1C,i,.,i,i,3,i,i,i,-10,i,i
COc1ccc(C(=O)NC(C(=O)N2CCc3ccccc32)C(C)C)cc1 (stereo not given),i,0,i,i,-13,i,i,i,-3,i,i
NC(=O)CSc1nc2scc(-c3ccc(Cl)cc3)c2c(=O)n1Cc1ccccc1,i,-4,i,i,5,i,i,i,-8,i,i
O=C(Nc1ccc(Cl)cc1)c1cc2nc(-c3ccco3)cc(C(F)(F)F)n2n1,i,-5,i,i,-1,i,i,i,4,i,i
